GoLoco inh red: qHTS Assay for Inhibitors of RGS12 GoLoco Motif Activity (Red Fluorophore). hit rate 0.44% among 230,000. Gai1:RGS12 GoLoco peptide FP, rhodamine, 10 min. Guanine nucleotide-binding protein G(i) subunit alpha-1 (Homo sapiens), P63096. Potency, µM (titrated, usually from 61.6 µM), inactives show at the highest dose activity, negative = inhibition, most hits filed as inhibitors; active means well fitted inhibition curve with a large enough effect, not every such curve was filed as active; inactive means no such curve, though single readings can be large or run the other way; further: on the % scale 0 is the no-effect control and ±100 the full control effect; nearly all actives have a fitted effect of over 30% in size; many of its hits are not listed in these tables
GAA glycogen mod: qHTS Assay for Inhibitors and Activators of Human alpha-Glucosidase Cleavage of Glycogen; Lysosomal alpha-glucosidase (Homo sapiens), P10253; AID 2100, 2009; Potency, µM (highest dose often 76.4 µM), without a hit: at the top dose activity change, negative = inhibition, usual class: inhibitors; hit rate 0.38% among 300,000; recombinant GAA, glycogen substrate, Amplex Red glucose oxidase fluorescence;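 further: 0% = full enzyme reaction and -100% = no-enzyme basal signal; the screen sought inhibitors and activators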
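Recombinant enzyme (4 nM final) with compounds titrated up to 77 uM and bovine liver glycogen (30 ug) in citrate pH 5.0, 0.01% Tween-20, 37 C 40 min. Released glucose detected by Amplex Red/glucose oxidase (Ex 573/Em 610); AC50 from Hill fits.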
GAA inhib: qHTS Assay for Inhibitors of Human alpha-Glucosidase as a Potential Chaperone Treatment of Pompe Disease; purified human GAA, 4-MU-alpha-glucoside fluorescence; Lysosomal alpha-glucosidase (Homo sapiens), P10253; Potency, µM (titrated, usually from 76.9 µM), without a hit: top-dose activity change, negative = inhibition, actives largely listed as inhibitors; hit rate 0.005% among 200,000;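 further: plate controls were uninhibited enzyme wells for no effect and no-enzyme background for full effect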
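Human enzyme at 4 nM with 400 uM 4-methylumbelliferyl-alpha-D-pyranoside, citrate/phosphate buffer pH 5.0, 0.005% Tween-20, 20 min at room temperature. Compounds up to 77 uM. 4-MU fluorescence (Ex 365/Em 440) read after NaOH/glycine stop; AC50 from Hill fit.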
ALDH1A1 inh: qHTS Assay for Inhibitors of Aldehyde Dehydrogenase 1 (ALDH1A1); Purified ALDH1A1, NADH fluorescence, propionaldehyde substrate; Potency, µM (series often up to 75.3 µM), without a hit: at the top dose activity, negative = inhibition, usual class: inhibitors; hit rate 7.3% among 220,000; AID 1030, 2008; active means well fitted inhibition curve with a large enough effect, not every such curve was filed as active; inconclusive means small, poorly fitted or top-dose-only effect, or another doubt; inactive means no such curve, though single readings can be large or run the other way;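 further: plate controls were no enzyme wells and a reference inhibitor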
Target sequence (P00352 whole entry, looked up): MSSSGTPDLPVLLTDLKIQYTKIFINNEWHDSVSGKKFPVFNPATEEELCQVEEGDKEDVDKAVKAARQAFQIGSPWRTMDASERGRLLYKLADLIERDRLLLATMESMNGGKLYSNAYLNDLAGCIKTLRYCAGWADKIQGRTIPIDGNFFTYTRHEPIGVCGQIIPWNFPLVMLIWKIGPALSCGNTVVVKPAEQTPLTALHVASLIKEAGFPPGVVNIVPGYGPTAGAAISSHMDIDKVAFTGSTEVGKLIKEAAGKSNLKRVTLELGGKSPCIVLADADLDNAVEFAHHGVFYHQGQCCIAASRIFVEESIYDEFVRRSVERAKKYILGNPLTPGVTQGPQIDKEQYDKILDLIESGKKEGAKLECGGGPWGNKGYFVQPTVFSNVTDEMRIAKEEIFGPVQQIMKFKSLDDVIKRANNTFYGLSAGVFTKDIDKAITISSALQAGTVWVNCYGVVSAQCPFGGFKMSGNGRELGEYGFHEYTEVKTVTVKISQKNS
SMN2 splice up: qHTS Assay for Enhancers of SMN2 Splice Variant Expression. HEK293 SMN2-luciferase splicing reporter, luminescence, 30-36 h. Potency, µM (top dose mostly 46.1 µM), inactives show at the highest dose activity change, positive = activation, usual class: activators. hit rate 2.8% among 210,000; further: % of control where 0% means no effect; nearly all actives have a fitted effect of over 55% in size
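HEK293 cells carry an SMN2 minigene-luciferase reporter in which exon 7 inclusion puts luciferase in frame. Cells were seeded at 2000 cells/well, attached for 10-12 hours, then exposed to compounds for 30-36 hours at 37C before ONE-Glo luminescence.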
JMJD2E inh: qHTS Assay for Inhibitors of Human Jumonji Domain Containing 2E (JMJD2E) | hit rate 1.6% among 230,000 | JMJD2E catalytic domain, FDH-coupled NADH fluorescence (FDH is formaldehyde dehydrogenase) | Lysine-specific demethylase 4E (Homo sapiens), B2RXH2 | Potency, µM (top dose mostly 57.1 µM), without a hit: top-dose activity change, negative = inhibition, actives largely listed as inhibitors | AID 2147, 2009; active means well fitted inhibition curve with a large enough effect, not every such curve was filed as active; inconclusive means small, poorly fitted or top-dose-only effect, or another doubt; inactive means no such curve, though single readings can be large or run the other way;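 further: 0% = wells with enzyme and -100% = buffer wells without enzyme; nearly all actives have a fitted effect of over 50% in size; many of its hits are not listed in these tables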
Target sequence (B2RXH2 1-337 limits assumed): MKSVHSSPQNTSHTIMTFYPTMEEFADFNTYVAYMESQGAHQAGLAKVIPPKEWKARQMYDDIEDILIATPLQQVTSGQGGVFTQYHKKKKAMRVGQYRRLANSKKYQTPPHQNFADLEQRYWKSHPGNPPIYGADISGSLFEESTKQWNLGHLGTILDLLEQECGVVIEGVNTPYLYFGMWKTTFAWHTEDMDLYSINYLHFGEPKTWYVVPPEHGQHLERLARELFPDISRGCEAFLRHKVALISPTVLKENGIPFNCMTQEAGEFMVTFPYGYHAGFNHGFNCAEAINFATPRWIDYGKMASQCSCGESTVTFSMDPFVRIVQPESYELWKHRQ
GAA spleen mod: qHTS Assay for Inhibitors and Activators of Human alpha-Glucosidase From Spleen Homogenate; Lysosomal alpha-glucosidase (Homo sapiens), P10253; AID 2112, 2009; Potency, µM (highest dose often 79.9 µM), for inactives: at the highest dose activity change, negative = inhibition, actives largely listed as inhibitors; human spleen homogenate, 4-MU-alpha-glucoside fluorescence; hit rate 0.006% among 240,000;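 further: 0% = enzyme with vehicle and -100% = no enzyme basal signal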
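Human spleen homogenate (1 ug) with 4-methylumbelliferyl-alpha-D-glucopyranoside (1 mM final) in 50 mM citrate/phosphate pH 5.0, 0.01% Tween-20; 40 min at 37 C. Stopped at pH 10; 4-MU fluorescence Ex 365/Em 440 nm; AC50 by Hill fit.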
GLA spleen mod: qHTS Assay for Inhibitors and Activators of Human alpha-Galactosidase From Spleen Homogenate | human spleen homogenate, 4MU-alpha-Gal fluorescence, 40 min | hit rate 0.008% among 240,000 | Alpha-galactosidase A (Homo sapiens), P06280 | Potency, µM (doses to about 80 µM), without a hit: at the highest dose activity change, negative = inhibition, usual class: inhibitors;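 further: 0% = enzyme with vehicle and -100% = no enzyme basal signal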
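Fluorogenic readout (Ex 365/Em 440 nm) of 4-methylumbelliferone released from 1 mM 4-MU-alpha-galactoside by spleen homogenate, 40 min at 37C, pH 5.0. Data normalized to no-enzyme and enzyme controls; Hill-equation AC50 from compound titrations.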
Numbers without * were called inactive; ? = inconclusive; · = no result given; [ ] = remark or other dose. Unless noted, the call rests on the fitted dose curve; in most records, active means well fitted curve in the direction sought with a large enough effect; inconclusive means small, poorly fitted or top-dose-only effect, or another doubt; inactive means no such curve, though single readings can be large; an effect the other way counts as inactive or inconclusive. Potency means the concentration at half of the fitted maximal effect.

Screens in order – GoLoco inh red	GAA glycogen mod	GAA inhib	ALDH1A1 inh	SMN2 splice up	JMJD2E inh	GAA spleen mod	GLA spleen mod
COCC(C)NS(=O)(=O)c1ccc(C)cc1 (configuration not stated)
  9.2%	-1.5%	2.6%	3.2%	-18.5%	12.7%	0.3%	3.3%
O=C(N/N=C/C=C\c1cccc([N+](=O)[O-])c1)c1cccnc1
  8.2%	6.4%	·	·	·	0.7%	-4.3%	2.1%
O=C(N/N=C/C=C/c1ccccc1)c1cc2c(ccc3ccccc32)o1
  17.2%	-6.6%	-3.8%	?	11.5%	?	-0.8%	4.5%
O=C(CN(CCc1ccccc1)C(=O)c1csnn1)NC1CCCC1
  2.3%	17.6%	14.1%	-4.3%	·	5.9%	8.2%	-18.4%
COc1cc2cc3c(N)c(C(=O)NCc4ccco4)sc3nc2cc1OC
  ·	-0.8%	-9.8%	4.7%	·	?	0.8%	-8.1%
CNC(=S)N/N=C/c1ccccc1OCC(=O)O
  4.5%	-12.8%	·	·	·	-17.2%	-16.0%	0.9%
COc1ccccc1NC(=S)N1CCC(c2nc3ccccc3o2)CC1
  16.7%	-12.9%	6.2%	-0.9%	6.9%	-4.2%	-0.8%	4.3%
Brc1ccc(CNc2nc3ccccc3n2CCN2CCCCC2)cc1
  4.0%	8.0%	·	·	·	8.8%	1.0%	-1.4%
COc1ccc(CCn2c(C(C)C)nc3oc4ccccc4c(=O)c3c2=O)cc1
  15.5%	0.8%	·	·	·	4.0%	-0.3%	-1.8%
CC(C)CCNC(=O)CSc1nc2ccccc2s1
  -35.3%	2.8%	-9.1%	17.8µM*	14.8%	1.4%	-2.8%	0.2%
CC(C)NC(=S)Nc1ccc2nc3n(c(=O)c2c1)CCCCC3
  0.3%	-0.2%	4.5%	3.9%	10.1%	-1.6%	-5.2%	-0.6%
Cc1ccc(NC(=O)C2CC(=O)n3c(nc4ccccc43)N2)cc1 (configuration not stated)
  -7.7%	5.0%	1.3%	4.8%	4.4%	8.9%	-0.6%	0.3%
Cc1ccc(-c2noc(COc3ccccc3C)n2)cc1
  8.0%	0.3%	?	1.4%	18.7%	-2.8%	-3.6%	1.9%
COc1cc(C(=O)NCC(=O)N/N=C/c2ccccn2)cc(OC)c1OC
  -0.9%	2.9%	-4.6%	-1.3%	7.4%	-6.3%	-13.2%	3.4%
Cc1ccc(/C=N/NC(=O)c2n[nH]c3c2CCCC3)cc1
  15.0%	1.7%	3.8%	11.1%	·	?	1.0%	-5.4%
CCOc1ccccc1NS(=O)(=O)c1cccs1
  -4.2%	0.6%	1.5%	?	24.7%	15.9%	-1.5%	5.9%
COc1ccc(-c2ccc(=O)n(Cc3cc(=O)n4ccccc4n3)n2)cc1
  12.8%	-5.0%	2.6%	2.6%	5.1%	?	-14.0%	14.8%
Cc1c(/C=N/n2cnnc2)c2ccccc2n1CCOc1ccccc1
  5.6%	-3.6%	-6.9%	-7.4%	-4.4%	-5.0%	-5.1%	5.2%
O=C(O)Cc1csc2ccccc12
  4.4%	-9.0%	2.0%	11.9%	-22.3%	-14.5%	-0.9%	8.6%
Cc1cc(/C=C2/NC(=O)N(c3ccccc3)C2=O)c(C)n1-c1cccnc1
  -1.3%	5.6%	0.1%	4.47µM*	7.94µM*	20µM*	-7.7%	-1.1%

Later entries:
Screens in order – GoLoco inh red	GAA glycogen mod	GAA inhib	ALDH1A1 inh	SMN2 splice up	JMJD2E inh	GAA spleen mod	GLA spleen mod
CC(C)(C)SCCNC(=O)CN(c1ccccc1)S(=O)(=O)c1ccccc1
  6.4%	-2.3%	-0.1%	-4.0%	·	-4.0%	5.7%	8.4%
Cc1ccc2cc3c(nc2c1)N(c1ccccc1)CC3
  13.3%	-8.0%	?	?	7.4%	?	1.9%	21.1%
Cc1cccc(-n2cc(CN3CCN(C(=O)c4ncn[nH]4)CC3)c(-c3cccc(F)c3)n2)c1
  12.1%	18.8%	14.3%	8.6%	·	8.7%	-4.9%	-5.0%
COc1ccc(NS(=O)(=O)c2ccc(NC(=S)NC(=O)c3ccc(F)cc3)cc2)nn1
  8.4%	-5.1%	5.1%	?	-13.5%[1.84 µM]	5.1%	-11.8%	2.0%
C=CCNC(=S)NNC(=O)c1cccn(Cc2ccc(Cl)cc2)c1=O
  2.2%	0.2%	0.3%	?	-15.7%	?	6.4%	14.4%
CC(C)OC(=O)/C(=C\c1cccc2ccccc12)NC(=O)c1ccccc1
  14.1%	-8.5%	-1.9%	-10.8%	-9.8%	-6.9%	4.3%	0.7%
CC1(C)CC(=O)c2ccc(O)cc2O1
  -4.9%	5.3%	-2.1%	?	8.4%	?	-0.1%	4.3%
Cc1ccc(S(=O)(=O)N2CCCCC2)cc1NC(=O)Cn1ccsc1=N
  11.2%	-14.3%	-9.0%	-6.2%	-1.4%	-7.9%	-3.4%	3.7%
Cc1noc(C)c1-c1nccc(N2CCN(C)CC2)n1
  5.6%	·	·	?	·	·	5.5%	-9.3%
Cc1ccccc1NS(=O)(=O)CCCCC(Cl)(Cl)Cl
  -4.1%	-3.8%	-0.1%	-3.7%	-29.9%	6.4%	-19.6%	-0.5%
CCOC(=O)CSc1nc2c(c(=O)n1-c1ccc(OC)cc1)SCC2
  1.3%	-1.6%	-1.1%	-3.5%	16.9%	-4.5%	-5.3%	-0.1%
CN1C(=O)/C(=C\C=C2/CCCN2C)N(C)C1=S
  -8.5%	?	-7.7%	-1.5%	?	-27.6%	-0.3%	3.6%
CCOc1ccc(NC(=O)c2cc3n(n2)C(C(F)(F)F)CC(c2ccco2)N3)cc1 (configuration not stated)
  -3.3%	-1.1%	3.0%	10.6%	-18.1%	-0.4%	-3.0%	4.3%
COc1ccccc1-c1cc(C(=O)NC(C)C)no1
  3.8%	5.1%	10.6%	?	28.6%	?	-14.6%	-6.0%
COc1ccccc1CNc1ncnc2cc(OC)c(OC)cc12
  -3.6%	6.7%	-6.6%	14.5%	0.8%	-12.3%	3.1%	6.3%
O=C(Nc1ccccc1N1CCOCC1)c1ccccc1[N+](=O)[O-]
  -7.2%	-3.4%	-3.4%	?	9.9%	1.3%	-7.1%	-11.3%
CCC(=O)Nc1ccccc1C(=O)OCC(=O)c1ccc2ccccc2c1
  -1.8%	-1.1%	?	-4.4%	-10.7%	?	2.4%	-4.0%
COc1ccc(-c2cn[nH]c2-c2ccc(OCc3ccc([N+](=O)[O-])cc3)cc2O)cc1
  -8.3%	6.3%	0.9%	5.7%	-67.4%[inhibitor]	-1.7%	0.6%	1.9%
CC12CN3CCN(CC(C3)/C1=N\NC(=O)c1ccccc1N)C2
  -0.2%	-2.4%	3.3%[15.4 µM]	?	·	?	1.7%	-2.6%
FC(F)(F)c1cccc(NC(=S)NNC(=S)NCc2ccccc2)c1
  12.4%	12.5µM*	?	0.562µM*	-11.2%	3.8%	-4.9%	-1.7%

(further entries)
Screens in order – GoLoco inh red	GAA glycogen mod	GAA inhib	ALDH1A1 inh	SMN2 splice up	JMJD2E inh	GAA spleen mod	GLA spleen mod
O=C(Cn1c2ccc(F)cc2c2nc3n(c(=O)c21)CCS3)Nc1ccccc1C(F)(F)F
  -20.6%	5.3%	?	?	6.0%	3.6%	3.0%	2.1%
CCCc1nnc(NC(=O)c2cc(OC)cc(OC)c2)s1
  -1.4%	-12.2%	-3.4%	?	0.8%	-0.9%	-1.8%	-1.2%
CCOC(=O)C1=C(C)Nc2ccccc2N=C1NC(=O)c1cccc(S(=O)(=O)NCc2ccccc2)c1
  -4.3%	3.0%	?	1.6%	29.0%	-1.0%	2.9%	0.9%
COc1ccc(C(=O)N2CCN(c3nc4ccccc4o3)CC2)cc1OC
  -5.4%	3.7%	-10.4%[15.4 µM]	2.3%	-28.9%	5.7%	-5.5%	-4.3%
CC(C)(C)c1ccc(OCc2ccc(C(=O)N/N=C/c3ccc([N+](=O)[O-])cc3)o2)cc1
  1.3%	4.0%	-9.3%	14.0%	20.3%	-2.3%	2.1%	5.4%
CCCN1CCN(c2ccc(S(N)(=O)=O)cc2[N+](=O)[O-])CC1
  7.8%	5.3%	3.5%	1.9%	-8.4%	0.9%	-2.6%	0.9%
COc1ccc(-n2ncc3c(NCc4ccccn4)ncnc32)cc1
  0.3%	0.9%	-10.7%	?	?	?	-14.9%	-12.4%
Cc1noc(/C=C/N(C)C)c1S(=O)(=O)N(C)CC(=O)N1CCc2ccccc21
  1.4%	-4.0%	-5.5%	3.2%	7.7%	-0.3%	9.1%	4.5%
COc1cccc2c(=O)cn[nH]c12
  -0.1%	-10.9%	6.3%	?	12.5%	?	-0.2%	3.5%
COc1ccc(N2CCN(C(=O)c3ccc4c(=O)n(CCc5ccc(OC)c(OC)c5)c(=O)[nH]c4c3)CC2)cc1
  -16.3%	3.3%	-5.9%	-6.1%	-59.0%[inhibitor]	9.8%	-0.9%	4.9%
COc1cc(/C=N/NC2=NCCCCC2)ccc1O
  1.5%	-3.7%	·	·	·	-24.3%	-1.0%	-1.4%

An excerpt; count on the stated rates, not on these rows.
